DAGLB inhibitor – blocks human DAGLB lipase activity; hit rate 0.059% among 340,000; Q8NCG7; HEK293T DAGLB membrane lysate, EnzChek fluorogenic substrate; inhibition, % at 5.17 µM; in the data active = inhibition above about 34%;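 note: 0% = enzyme with vehicle and 100% = wells lacking enzyme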
PKA-R2B act – PKA-R2B complex activation | P22694+P31323 | PKA-R2B holoenzyme dissociation, Cy5-IP20 fluorescence polarization; R2B truncated from residue 108, S112A mutant; 0% DMSO only, 100% 113 µM cGMP | activation, % at 11.4 µM | hit rate 0.079% among 340,000;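 active = activation above a cutoff set at the mean over all compounds plus 3 SD, cut at about 18% in these data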;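 note: higher means more holoenzyme dissociation and a rise in polarization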
Target sequence (P31323 whole entry, looked up, other chains not shown, the tested form may be a part): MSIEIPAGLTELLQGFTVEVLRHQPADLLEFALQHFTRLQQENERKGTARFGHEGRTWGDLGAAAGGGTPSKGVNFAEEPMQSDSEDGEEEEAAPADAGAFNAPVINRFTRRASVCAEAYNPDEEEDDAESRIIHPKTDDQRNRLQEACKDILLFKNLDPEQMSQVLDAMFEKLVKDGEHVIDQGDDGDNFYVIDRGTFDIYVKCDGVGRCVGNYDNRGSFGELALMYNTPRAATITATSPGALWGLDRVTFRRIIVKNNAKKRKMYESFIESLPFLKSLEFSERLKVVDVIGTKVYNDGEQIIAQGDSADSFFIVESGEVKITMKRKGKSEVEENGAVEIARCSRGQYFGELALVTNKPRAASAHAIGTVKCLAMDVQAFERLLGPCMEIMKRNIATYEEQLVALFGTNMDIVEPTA
CDK5 p35 inh – blocks human CDK5/p35 kinase activity. Recombinant CDK5/p35, ADP-Glo luminescence, 60 min. hit rate 0.01% among 330,000. inhibition, % at 10 µM;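 active = highest replicate inhibition of at least 50% and at least 75% of replicates reaching 50%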;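 note: plate controls were DMSO neutral control for no effect and GW8510 at 10 µM for full effect; many of its hits are not listed in these tables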
Target sequence (Q00535 whole entry, looked up): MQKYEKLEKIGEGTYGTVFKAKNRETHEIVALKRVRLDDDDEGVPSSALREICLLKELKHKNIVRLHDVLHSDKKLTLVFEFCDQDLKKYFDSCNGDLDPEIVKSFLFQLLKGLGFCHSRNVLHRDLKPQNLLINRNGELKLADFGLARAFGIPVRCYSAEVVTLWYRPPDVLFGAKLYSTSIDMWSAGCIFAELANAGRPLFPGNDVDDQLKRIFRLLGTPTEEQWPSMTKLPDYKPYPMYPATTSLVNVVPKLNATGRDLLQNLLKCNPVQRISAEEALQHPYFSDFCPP
Target sequence (Q15078 whole entry, looked up): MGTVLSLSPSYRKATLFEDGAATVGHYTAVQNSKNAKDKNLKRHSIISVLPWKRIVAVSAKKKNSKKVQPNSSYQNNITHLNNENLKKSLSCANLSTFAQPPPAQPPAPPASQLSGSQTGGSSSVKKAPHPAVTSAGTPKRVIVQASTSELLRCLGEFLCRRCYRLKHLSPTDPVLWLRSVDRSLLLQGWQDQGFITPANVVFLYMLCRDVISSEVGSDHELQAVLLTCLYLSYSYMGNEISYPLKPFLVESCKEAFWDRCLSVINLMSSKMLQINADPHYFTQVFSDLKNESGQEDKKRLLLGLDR
Mot1-301 SUMO – inhibitors of SUMOylation pathway: yeast Mot1-301 growth rescue | S. cerevisiae Mot1-301 growth rescue, ATP luminescence, 38.5C; percent above DMSO median, 100 means doubled | hit rate 1% among 320,000 | growth rescue, % at 18.8 µM;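 active = every valid replicate shows activation above 250% relative to neutral control wells; inactive = the rest, any valid replicate at or below 250%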;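 note: OY570 slx delta 5 strain wells were the positive control but not used for scaling; some compounds called inactive have numbers as strong as hits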
phage Ecoli inh – E. coli growth loss with phage present. growth absorbance. inhibition, % at 11.9 µM. hit rate 0.26% among 360,000. AID 651602; in the data active = inhibition above about 11%
E coli growth – bacterial growth inhibition, counter-screen for AddAB inhibitors | inhibition, % at 11.9 µM | E. coli V3065 growth, OD600 absorbance, 18 h | hit rate 0.27% among 330,000;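 active = inhibition above the campaign's mean inhibition across all tested compounds plus 3 SD, cut at about 9.9% in these data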;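 note: uninfected addAB+ strain grown without phage in ampicillin broth; 0% = DMSO wells and 100% = ciprofloxacin 0.95 µg/ml wells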
AddAB inh – less growth of phage-infected E. coli with AddAB; E. coli expressing H. pylori AddAB, absorbance growth; inhibition, % at 11.9 µM; hit rate 0.29% among 330,000; AID 435030; in the data active = inhibition above about 12%;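 note: 0% = vehicle wells of infected cells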
HTR5A inv ag – counter-screen for OPRM1-OPRD1 inverse agonists: human HTR5A inverse agonism | P47898 | HTR5A cell line, luminescence | inhibition, % at 9.3 µM | hit rate 0.083% among 340,000 | AID 504634; in the data active = inhibition mostly above about 23%, no sharp cut-off; inactive = mostly below about 18%;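 note: 0% = cells with DMSO and 100% = no-cell wells with DMSO; some compounds called inactive have numbers as strong as hits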
PKA-R1A activ – activators of PKA-R1A complex; P00514+P68181; PKA-R1A dissociation, Cy5-IP20 fluorescence polarization; scaled: DMSO 0%, 113 µM cGMP 100%; activation, % at 11.4 µM; hit rate 0.083% among 340,000; AID 504707;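 active = percent activation above the mean of all tested compounds plus 3 SD, cut at about 19% in these data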;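 note: higher means more PKAc released from R1A so a rise in polarization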
HTR5A ag – HTR5A agonism, opioid heterodimer counter-screen; P47898; HTR5A agonist assay, luminescence, cell-based; activation, % at 9.3 µM; hit rate 0.61% among 340,000; AID 504692; in the data active = activation mostly above about 9.5%, no sharp cut-off; inactive = mostly below about 7.6%;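 note: 0% = cells with vehicle only and 100% = reference agonist; strong numbers were not always called active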
Tat export inh – blocks Tat-dependent protein export in E. coli; inhibition, % at 10 µM; hit rate 0.036% among 340,000; E. coli MC4100 TorA-mCherry Tat export, fluorescence;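 active = mean replicate inhibition at least 50% and at least half of replicates individually reaching 50%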;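 note: exported cargo escapes ClpAP degradation while cytoplasmic cargo is degraded and loses fluorescence; 0% = median of neutral control wells and 100% = median of NaSCN control wells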
Numbers without * were called inactive; i = inactive; x = not tested or not shown.

SMILES	DAGLB inhibitor	PKA-R2B act	CDK5 p35 inh	Mot1-301 SUMO	phage Ecoli inh	E coli growth	AddAB inh	HTR5A inv ag	PKA-R1A activ	HTR5A ag	Tat export inh
CCOC(=O)CC1C(=O)NCCN1S(=O)(=O)c1ccccc1Cl (stereo not drawn)	0.1	2.2	1.4	-4.8	0.8	-0.2	2.3	8.5	-2.0	-3.3	-5.8
Nc1nccnc1C(=O)OCC(=O)NC1CCCc2ccccc21 (stereo not drawn)	3.5	-5.4	0.5	-9.8	-0.1	-1.1	-2.1	13.7	-7.3	-5.5	2.4
CCCc1cc(=O)[nH]c(SCC(=O)Nc2ccc(C)c(S(=O)(=O)N3CCCCC3)c2)n1	2.5	-12.1	-0.5	-5.8	1.9	-1.4	1.4	-7.5	-6.6	3.0	3.3
CC(C)(C)c1ccccc1NC(=O)N1CCNC(=O)C1CC(=O)Nc1ccc(F)cc1 (stereo not drawn)	2.8	-0.7	-0.3	-10.2	-0.2	4.3	2.7	11.0	-14.2	3.3	4.2
CN(CCOc1ccccc1)C(=O)c1cc(S(=O)(=O)N2CCOCC2)ccc1Cl	2.0	-9.1	-0.5	2.1	4.7	0.5	0.2	-3.1	-3.6	-4.0	4.4
COCCNC(=O)c1cccc2c1C(=O)c1ccc(N3CCOCC3)cc1S2(=O)=O	-1.4	-7.1	-2.4	13.4	1.0	0.9	3.5	-25.1	-3.3	5.4	-9.5
CCC(C)n1c(C)cc(=O)n1C(C)CC (stereo not drawn)	-1.1	-7.1	2.5	x	3.3	x	x	5.1	-3.7	-1.3	-2.2
N#C/C(=C/c1ccc(Sc2nc3ccccc3[nH]2)o1)c1cccc(F)c1	-5.4	-5.2	0.8	21.0	2.3	1.2	2.8	-2.8	-3.4	0.4	0.5
O=C(NCC1CCS(=O)(=O)C1)Oc1ccccc1 (stereo not drawn)	0.9	0.0	-2.4	7.2	1.6	1.0	3.2	20.2	-2.4	-0.6	-2.0
CCOC(=O)N1CCN(C(=O)c2ccc(CNS(=O)(=O)c3ccc(C)cc3)cc2)CC1	-0.4	-0.3	1.3	-18.4	1.3	-0.5	1.9	-6.0	-5.4	-0.2	1.4
CCN(CC)CCNC(=O)C1c2ccccc2C(=O)N(C)C1c1cn(C)c2ccccc12 (stereo not drawn)	-0.8	-6.6	-0.3	-13.6	2.4	-4.3	0.1	-15.8	-2.2	-2.2	21.7
CCCc1nnc(NC(=O)CCC(=O)N2CCN(Cc3ccc(Cl)cc3)CC2)s1	-0.8	5.5	-1.0	-7.1	3.0	-0.9	3.3	-26.5	1.7	6.0	1.6
O=C(Nc1ccc(F)c(F)c1)C1CCCN(S(=O)(=O)c2cnc[nH]2)C1 (stereo not drawn)	-1.5	15.0	0.7	10.7	x	1.4	1.1	-27.5	-5.0	9.4	-0.6
Cc1ccccc1/C=C1\C(=O)Nc2ccc(F)cc21	2.7	-9.0	0.2	-21.0	-1.5	0.7	-1.1	5.0	-7.4	-1.3	12.9
COc1cc(C(=O)Oc2ccccc2/C=N/NC(=O)c2ccc(Cl)cc2Cl)cc(OC)c1OC	-2.5	-9.7	-0.4	-21.1	0.7	2.0	1.4	-23.7	-8.4	-4.3	3.1
O=C(/C=C/c1ccnc2ccccc12)c1cccs1	-4.4	2.0	2.6	105.6	0.5	-1.3	3.6	6.9	7.2	-2.6	-3.2
O=C(OCn1nnc2ccccc2c1=O)c1ccc2ncsc2c1	1.3	-13.8	1.0	-9.2	-1.5	1.4	0.5	6.4	5.3	-2.4	3.5
COc1ccc(S(=O)(=O)N2CCN(C(=O)c3cc4c(s3)CCC4)CC2)cc1	-0.1	4.7	-3.7	2.2	3.0	-3.2	-1.8	-2.6	-8.2	0.7	15.3
Cc1cc(N)c(C)c([N+](=O)[O-])c1C	-0.8	4.1	-1.0	0.3	0.2	-4.8	-3.4	3.3	10.9	-1.3	-6.0
COc1ccc(-c2csc(NC(=O)c3cc(C)oc3C)n2)cc1OC	0.8	-8.0	-0.8	1.8	2.3	0.2	1.8	-2.8	-7.1	4.0	1.5
Cc1cccc(C)c1N1CCN(c2cc(Cl)nc(N)n2)CC1	0.4	4.4	-5.6	0.6	1.4	-3.2	-0.2	-1.8	-15.3	0.5	24.5
CCOc1ccccc1-n1c(SCC(=O)NC2CCCC2)nnc1-c1ccoc1C	4.9	-2.3	-1.8	136.1	1.8	1.0	2.0	-8.7	-5.4	-3.3	4.2
CS(=O)(=O)N(CCc1ccccc1)CC(=O)NCc1ccccn1	-2.7	-2.2	-0.4	-3.9	4.8	1.3	-0.1	-7.8	-0.2	-2.3	-3.4
CC(=O)c1ccc(N2C(=NC(=O)CCC3CCCC3)SC3CS(=O)(=O)CC32)cc1 (stereo not drawn)	0.8	-8.5	0.9	11.9	0.3	-2.3	3.0	5.8	-14.6	-2.3	-4.6
N#CC(C(=O)c1ccc(S(=O)(=O)N2CCCCCC2)cc1)c1nc2ccccc2[nH]1 (stereo not drawn)	2.8	-6.9	0.5	-22.3	1.1	-1.2	-1.5	-26.1	-7.0	3.1	-7.1

Arranged by formula weight (largest number first): 13 of the compounds above
SMILES	DAGLB inhibitor	PKA-R2B act	CDK5 p35 inh	Mot1-301 SUMO	phage Ecoli inh	E coli growth	AddAB inh	HTR5A inv ag	PKA-R1A activ	HTR5A ag	Tat export inh
COc1cc(C(=O)Oc2ccccc2/C=N/NC(=O)c2ccc(Cl)cc2Cl)cc(OC)c1OC	-2.5	-9.7	-0.4	-21.1	0.7	2.0	1.4	-23.7	-8.4	-4.3	3.1
CCCc1cc(=O)[nH]c(SCC(=O)Nc2ccc(C)c(S(=O)(=O)N3CCCCC3)c2)n1	2.5	-12.1	-0.5	-5.8	1.9	-1.4	1.4	-7.5	-6.6	3.0	3.3
CCOC(=O)N1CCN(C(=O)c2ccc(CNS(=O)(=O)c3ccc(C)cc3)cc2)CC1	-0.4	-0.3	1.3	-18.4	1.3	-0.5	1.9	-6.0	-5.4	-0.2	1.4
COCCNC(=O)c1cccc2c1C(=O)c1ccc(N3CCOCC3)cc1S2(=O)=O	-1.4	-7.1	-2.4	13.4	1.0	0.9	3.5	-25.1	-3.3	5.4	-9.5
CCOc1ccccc1-n1c(SCC(=O)NC2CCCC2)nnc1-c1ccoc1C	4.9	-2.3	-1.8	136.1	1.8	1.0	2.0	-8.7	-5.4	-3.3	4.2
CC(C)(C)c1ccccc1NC(=O)N1CCNC(=O)C1CC(=O)Nc1ccc(F)cc1 (stereo not drawn)	2.8	-0.7	-0.3	-10.2	-0.2	4.3	2.7	11.0	-14.2	3.3	4.2
CCOC(=O)CC1C(=O)NCCN1S(=O)(=O)c1ccccc1Cl (stereo not drawn)	0.1	2.2	1.4	-4.8	0.8	-0.2	2.3	8.5	-2.0	-3.3	-5.8
COc1ccc(-c2csc(NC(=O)c3cc(C)oc3C)n2)cc1OC	0.8	-8.0	-0.8	1.8	2.3	0.2	1.8	-2.8	-7.1	4.0	1.5
CS(=O)(=O)N(CCc1ccccc1)CC(=O)NCc1ccccn1	-2.7	-2.2	-0.4	-3.9	4.8	1.3	-0.1	-7.8	-0.2	-2.3	-3.4
Nc1nccnc1C(=O)OCC(=O)NC1CCCc2ccccc21 (stereo not drawn)	3.5	-5.4	0.5	-9.8	-0.1	-1.1	-2.1	13.7	-7.3	-5.5	2.4
O=C(NCC1CCS(=O)(=O)C1)Oc1ccccc1 (stereo not drawn)	0.9	0.0	-2.4	7.2	1.6	1.0	3.2	20.2	-2.4	-0.6	-2.0
CCC(C)n1c(C)cc(=O)n1C(C)CC (stereo not drawn)	-1.1	-7.1	2.5	x	3.3	x	x	5.1	-3.7	-1.3	-2.2
Cc1cc(N)c(C)c([N+](=O)[O-])c1C	-0.8	4.1	-1.0	0.3	0.2	-4.8	-3.4	3.3	10.9	-1.3	-6.0

Carrying on.
SMILES	DAGLB inhibitor	PKA-R2B act	CDK5 p35 inh	Mot1-301 SUMO	phage Ecoli inh	E coli growth	AddAB inh	HTR5A inv ag	PKA-R1A activ	HTR5A ag	Tat export inh
CCn1c(SCC(=O)NCCc2ccccc2)nc2sc3c(c2c1=O)CCN(C)C3	0.2	-2.6	-1.0	-25.2	1.5	1.8	3.7	-26.8	-3.8	10.3	-1.0
Cc1cc(C)n(-c2nc3ccccc3c(=O)n2OCC(C)C)n1	-3.3	-9.0	0.4	4.7	0.7	2.1	1.2	4.3	0.8	-1.2	1.1
CCOc1ccc(N2C(=O)/C(=C/c3ccccc3OCC(=O)OC)N(CC(=O)OC)C2=S)cc1	-0.1	4.4	-2.2	-8.8	0.6	0.4	0.7	-13.0	3.0	4.6	-9.3
CCCn1c(SCC(=O)NC2CC2)nnc1-c1ccccn1	-2.4	-8.9	0.4	i	1.6	0.8	2.5	-8.4	-0.7	3.1	-4.8
CC1Sc2ccc(S(=O)(=O)N(C)Cc3ccccc3)cc2NC1=O (stereo not drawn)	2.9	5.3	0.0	3.9	1.9	-0.3	0.6	-3.4	4.6	-0.2	4.1
CN1C(C(=O)Nc2ccc(F)cc2F)=CC(c2cccs2)=NS1(=O)=O	1.1	-1.5	0.0	-3.5	1.1	-2.0	-1.9	-3.1	-0.2	1.0	-8.6
O=C(NCCc1ccccc1Cl)C1CCC(=O)N(Cc2cccc(C(F)(F)F)c2)C1 (stereo not drawn)	1.8	6.0	-0.2	7.0	1.2	3.8	-1.1	16.7	-7.4	-1.6	0.7
Cc1ccc(-c2cc(C(=O)O)n[nH]2)s1	-1.2	-7.5	2.3	111.3	4.1	-2.1	1.8	-2.9	-3.1	1.1	7.2
N#Cc1ccc(Cl)cc1NC(=O)CNCc1cccs1	-2.4	4.4	-2.4	-2.6	0.2	1.3	1.7	-28.3	-2.4	7.2	2.2
O=C(NC1CCCCC1)C1CC(=O)N(Cc2ccccc2)C1 (stereo not drawn)	2.4	-4.0	0.6	-16.6	0.0	0.3	0.3	-37.4	6.1	13.2	0.4
COc1ccccc1NC(=S)N/N=C/c1ccc(O)cc1	-4.3	-15.0	4.4	4.2	3.6	-0.4	-0.9	9.5	0.5	3.0	-11.9
O=C(C1CC(=O)N(C2CCCC2)C1)N1CCN(c2cccc(C(F)(F)F)c2)CC1 (stereo not drawn)	2.4	-3.4	1.1	x	1.6	x	x	-8.3	-1.3	2.8	-1.4
CC(Oc1ccc(Cl)cc1Cl)C(=O)NCCN1CCOCC1 (stereo not drawn)	4.1	3.1	3.4	77.4	1.9	-1.2	0.3	-1.9	-5.1	0.8	4.4
CC12C(=O)N(c3cccc(OC(=O)c4ccco4)c3)C(=O)C1C1c3ccccc3C2c2ccccc21 (stereo not drawn)	28.8	-8.1	0.3	115.0	4.2	-0.6	-2.5	5.1	-4.9	-1.7	4.9
COc1ccc(N(C(C)C(=O)N/N=C/c2ccc(OC(C)C)cc2)S(C)(=O)=O)cc1 (stereo not drawn)	-2.0	-5.4	-0.8	1.6	-0.4	0.9	0.9	21.8	-6.2	-2.7	9.1

Source: PubChem BioAssay (several laboratories)
